GPR151 activ = human GPR151 activation. Q8TDV0. PathHunter beta-arrestin GPR151 cells, luminescence. activation, % at 11.2 µM. hit rate 1% among 650,000; in the data active means activation above about 4.9%;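 further: 0% = median of compound wells and 100% = cells with positive control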
TEAD-YAP block = TEAD-YAP interaction inhibition; inhibition, % at 9.12 µM; hit rate 1.4% among 640,000; AID 1259422; HEK-TIYL cells, TEAD-Gal4/YAP UAS-luciferase luminescence; in the data active means inhibition above about 32%;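 further: 0% = median of test compound wells and 100% = reference inhibitor wells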
FBW7 act = human FBW7 E3 ligase activation, primary screen. normalized activity (activation), % at 26.1 µM. Q969H0. AlphaScreen FBW7–phospho-cyclin E peptide binding, activator screen. hit rate 0.13% among 650,000; in the data active means normalized activity above about 1.9%;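 further: purified mutant Fbw7 with reduced substrate affinity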
Target sequence (Q969H0 whole entry, looked up): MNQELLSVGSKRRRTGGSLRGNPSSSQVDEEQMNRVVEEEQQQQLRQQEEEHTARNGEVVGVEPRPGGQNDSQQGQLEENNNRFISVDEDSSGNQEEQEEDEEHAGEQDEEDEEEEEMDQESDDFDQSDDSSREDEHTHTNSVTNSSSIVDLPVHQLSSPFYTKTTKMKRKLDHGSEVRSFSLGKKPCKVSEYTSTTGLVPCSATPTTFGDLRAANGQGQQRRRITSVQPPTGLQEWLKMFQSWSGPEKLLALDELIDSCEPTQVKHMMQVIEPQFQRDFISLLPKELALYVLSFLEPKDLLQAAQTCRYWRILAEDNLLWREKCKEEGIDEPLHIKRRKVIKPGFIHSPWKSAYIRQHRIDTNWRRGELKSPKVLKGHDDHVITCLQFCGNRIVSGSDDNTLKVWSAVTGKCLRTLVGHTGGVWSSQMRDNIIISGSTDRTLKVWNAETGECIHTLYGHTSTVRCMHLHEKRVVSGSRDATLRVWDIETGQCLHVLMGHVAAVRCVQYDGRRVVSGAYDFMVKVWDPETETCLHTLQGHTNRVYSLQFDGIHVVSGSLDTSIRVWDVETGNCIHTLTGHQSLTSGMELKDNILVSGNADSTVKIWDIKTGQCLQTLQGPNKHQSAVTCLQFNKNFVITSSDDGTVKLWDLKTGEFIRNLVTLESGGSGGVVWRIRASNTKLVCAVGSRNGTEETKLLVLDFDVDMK
MITF inh = blocks human microphthalmia-associated transcription factor; AlphaScreen MITF homodimerization, bead proximity signal; inhibition, % at 2.6 µM; hit rate 0.91% among 650,000; in the data active means inhibition above about 50%;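 further: 0% = vehicle wells with protein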
Active calls of the source: *.

SMILES	GPR151 activ	TEAD-YAP block	FBW7 act	MITF inh
O=C(CSc1ccc(Cl)cc1)Nc1ccc(NC(=O)c2ccco2)cc1	-0.3	-5	-0.1	2
COc1cc(/C=N/Nc2cccc(C)c2)cc(OC)c1O	-0.5	7	0.0	-2
CC(=O)Nc1ccc(NC(=O)c2ccnc(Nc3ccc(N4CCOCC4)cc3)c2)cc1	-1.6	-4	-0.1	1
COc1ccc(NC2CC(=O)N(c3ccc(OC)cc3)C2=O)cc1 (centres undefined)	-1.9	0	-0.2	-5
NS(=O)(=O)c1ccc(N2C(=O)c3ccc(C(=O)O)cc3C2=O)cc1	-1.3	5	0.0	12
COc1ccccc1/C=C1\N=C(c2ccc(OC)c(OC)c2)N(c2cc(C)cc(C)c2)C1=O	-0.3	-2	0.1	-17
Cc1ccc(NC(=O)C(=O)NCCN2CCN(Cc3ccc([N+](=O)[O-])cc3)CC2)cc1	0.6	-2	-0.2	1
COc1ccc(C(=O)Nn2c(C)nc3ccccc3c2=O)c(OC)c1	1.2	3	0.3	-5
CCOC(=O)CCCCC(=O)c1[nH]c(=O)[nH]c1CSc1nnc2c3ccccc3n(C)c2n1	3.6	5	0.4	-3
CSCCOC(=O)C1=C(C)NC(=O)NC1c1cccc2ccccc12 (centres undefined)	0.9	-4	-0.1	3
COCCN1C(=O)C(O)=C(C(C)=O)C1c1ccc(O)c(OC)c1 (centres undefined)	1.1	-3	-0.1	-11
COc1ccccc1/C=C1/N=C(c2ccc(C)c(C)c2)OC1=O	-0.1	4	0.0	9
Nc1c(-c2ccccc2)nnn1-c1ccccc1	-1.3	-10	-0.1	-2
COC(=O)Cc1c(C)c2ccc(OCC(=O)N3CCOCC3)cc2oc1=O	0.2	9	0.6	5
Cc1csc(NC(=O)CSc2ncnc3scc(-c4ccccc4)c23)n1	-0.4	1	-0.1	4
Cc1cc(C(=O)CCl)c(C)n1Cc1ccc(F)cc1	1.3	21	0.1	33
O=C(Nc1ccncc1)c1c[nH]c2c(Cl)cccc2c1=O	1.8	-5	0.3	6
CCC(=O)Nc1sc2c(c1C(N)=O)CCN(CC)C2	1.2	-8	0.0	6
COc1ccc(C2(NC(=O)CCc3c(C)noc3C)CCCCC2)cc1	-1.7	2	0.1	12
Cc1ccc(OCC(=O)NC(C)c2ccccc2)cc1 (centres undefined)	0.4	8	0.0	-1
O=C(O)c1cccnc1SC1CC(=O)N(c2cccc([N+](=O)[O-])c2)C1=O (centres undefined)	-1.0	8	-0.1	5
COc1ccc(/C(O)=C2\C(=O)C(=O)N(CCN3CCOCC3)C2c2ccc(Cl)cc2)cc1 (centres undefined)	1.2	7	-0.1	1
CC(C)c1ccccc1N1CC(C(=O)O)CC1=O (centres undefined)	0.6	-3	0.0	12
COC(=O)c1cc(COc2ccc3c(c2)oc(=O)c2cc(OC)ccc23)c(C)o1	0.9	-5	-0.1	5
NC(=O)/C=C/c1cn(-c2ccccc2)nc1-c1ccccc1	-1.4	3	0.1	-4

Entries above that have a carbonyl joined to an NH by a bond outside any ring, in the order listed:
SMILES	GPR151 activ	TEAD-YAP block	FBW7 act	MITF inh
O=C(CSc1ccc(Cl)cc1)Nc1ccc(NC(=O)c2ccco2)cc1	-0.3	-5	-0.1	2
CC(=O)Nc1ccc(NC(=O)c2ccnc(Nc3ccc(N4CCOCC4)cc3)c2)cc1	-1.6	-4	-0.1	1
Cc1ccc(NC(=O)C(=O)NCCN2CCN(Cc3ccc([N+](=O)[O-])cc3)CC2)cc1	0.6	-2	-0.2	1
COc1ccc(C(=O)Nn2c(C)nc3ccccc3c2=O)c(OC)c1	1.2	3	0.3	-5
Cc1csc(NC(=O)CSc2ncnc3scc(-c4ccccc4)c23)n1	-0.4	1	-0.1	4
O=C(Nc1ccncc1)c1c[nH]c2c(Cl)cccc2c1=O	1.8	-5	0.3	6
CCC(=O)Nc1sc2c(c1C(N)=O)CCN(CC)C2	1.2	-8	0.0	6
COc1ccc(C2(NC(=O)CCc3c(C)noc3C)CCCCC2)cc1	-1.7	2	0.1	12
Cc1ccc(OCC(=O)NC(C)c2ccccc2)cc1 (centres undefined)	0.4	8	0.0	-1
NC(=O)/C=C/c1cn(-c2ccccc2)nc1-c1ccccc1	-1.4	3	0.1	-4

Additional results follow:
SMILES	GPR151 activ	TEAD-YAP block	FBW7 act	MITF inh
Cc1ccc(C)c(NC(=O)CSc2nc3ncnc(N)c3[nH]2)c1	0.8	-3	0.1	3
Cc1cccc(NC(=O)Cc2ccc(Cl)s2)n1	-1.0	-54	0.3	7
Cc1ccc(C2C(C#N)=C(N)OC3=C2C(=O)CCC3)cc1 (centres undefined)	1.9	6	-0.1	-2
O=C(NC(=S)NCC1CCCO1)c1ccc(Br)o1 (centres undefined)	-1.5	-35	0.3	19
COc1cc(Nc2nc3ncnc(NCc4nc5ccccc5[nH]4)c3[nH]2)cc(OC)c1OC	-0.3	1	0.1	8
Cc1ccc(-n2c(O)c(C=Nc3ccc(Cl)cc3)c(=O)[nH]c2=O)cc1	1.5	8	-0.1	-10
CCCNC(=O)c1cccc(-c2ccc(C(=O)NC3CC3)cc2)c1	-1.3	-6	0.5	23
COC(=O)c1ccc(NC(=O)CN(C2CCCCC2)S(=O)(=O)c2ccc(Cl)cc2)cc1	0.3	-14	0.2	15
Cc1cc(NCCOc2ccccc2)nc(Oc2ccccc2)n1	2.4	29	0.0	17
CCCOC(=O)/C(=C/c1ccc2c(c1)OCO2)NC(=O)c1ccco1	0.0	0	0.0	16
C/C(CC(=O)Nc1cccc(C(F)(F)F)c1)=N\NC(=O)C(=O)NCC(C)C	3.0	4	0.1	-4
O=C(COc1cccnc1[N+](=O)[O-])Nc1ccc(F)cc1F	0.5	-4	0.0	7
O=C(CCS(=O)(=O)c1cccc2nonc12)Nc1nccs1	-1.3	-6	-0.1	-2
O=C(CCCCn1c(=O)[nH]c2ccsc2c1=O)NCCc1c[nH]c2ccccc12	-1.2	7	-0.1	13
NC(=O)c1cnn2c1NC(c1cccs1)CC2C(F)(F)F (centres undefined)	-0.7	11	0.2	5
O=C(CSc1nnc(-c2ccc(F)cc2)o1)NC1CCCCCC1	0.7	-9	0.0	9
COc1ccc(CNC(=O)c2cc(-c3ccco3)on2)cc1	1.1	-13	0.0	1
COC(=O)Cc1c(-c2ccccc2)c2cc(Br)ccc2[nH]c1=O	-0.4	2	0.1	-2
CCCCCCN=Cc1c(O)n(-c2ccc(Br)cc2)c(=O)[nH]c1=O	0.2	5	0.1	14
O=C1N[C@@H](COCc2ccccc2)C(=O)N2CCN(Cc3cnn(-c4cccc(F)c4)c3)C[C@H]12	4.1	5	-0.1	11
O=C(Nc1nc2ccccc2n1CCOc1ccccc1)c1ccccc1	-0.1	-6	0.0	-4
O=C(NCc1ccc(Cl)cc1)C(=O)Nc1ccccc1F	-0.7	-25	0.3	-5
CCC(CO)NC(=O)c1cccc(S(=O)(=O)N2CCCCCC2)c1 (centres undefined)	-0.2	-4	-0.1	-4
Cc1ccccc1CNC(=O)Nc1cccc(Cl)c1	1.0	-34	-0.1	2
COc1ccc(-c2csc(/C(C#N)=C/Nc3ccc(F)c([N+](=O)[O-])c3)n2)cc1OC	5.2*	1	0.0	-3
(listing goes on)
SMILES	GPR151 activ	TEAD-YAP block	FBW7 act	MITF inh
CC(OC(=O)C1=COCCO1)C(=O)Nc1ccccc1C#N (centres undefined)	0.5	5	0.1	-16
O=C1Nc2cc3c(cc2C1=O)OCCCO3	-0.4	3	0.0	-12
CCOc1cccc(NC(=O)C2CC(=O)N(C)C(=Nc3ccccc3OC)S2)c1 (centres undefined)	0.6	2	0.2	29
CCn1c(CO)cnc1SCc1cc(C)ccc1C	-0.1	8	1.6	-7
COc1ccc(-c2nc3ccc(C(=O)NCCN4CCOCC4)cc3s2)cn1	1.7	-4	0.6	18
COc1ccc(/C=C2/C(=O)N(c3ccc(Cl)c(Cl)c3)N=C2C)cc1Br	0.7	8	-0.6	2
COC(=O)c1ccc(/C=C2/SC(=S)N(CCCC(=O)Nc3cc(C)on3)C2=O)cc1	-0.9	13	0.1	16
O=C(NCCOc1ccccc1)c1ccnc(-c2csc3ccccc23)c1	4.9*	6	-0.1	-16
COC(=O)c1cc(C(=O)Nc2ccc(Br)cc2)cc([N+](=O)[O-])c1	-1.2	13	0.0	10
COc1ccc(CNC2CCCC2)c(OC)c1C	-0.8	-2	0.1	45
Cc1cc(N2CCC(C(=O)Nc3ccccc3-c3ccccc3)CC2)n2ncnc2n1	1.1	1	-0.1	11
CC(C)n1cnc2c(NCc3cccnc3)nc(-c3cccc(N)c3)nc21	-0.5	28	0.0	-2
O=C(CC(=O)N/N=C/c1ccccc1O)N/N=C/c1ccccc1O	0.2	8	0.0	-19
CNC(=O)CCNC(=O)c1ccccc1	0.0	3	0.6	7
CCOc1ccccc1NC(=O)CN1CCN(S(=O)(=O)c2ccc(Cl)cc2)CC1	-0.8	10	0.0	13
Cc1cccc(NC(=O)c2sc3nc4c(cc3c2N)CCCC4)c1	-2.1	-11	1.3	-20
COCCNC(=O)c1cccc(OC2CCN(Cc3cccc4nonc34)CC2)c1	0.3	18	-0.1	7
O=C(CSc1nnnn1-c1ccccc1)Nc1nc(-c2ccc(F)cc2)cs1	1.4	-7	-0.1	-4
CC(=O)OCCNC(=O)Cc1ccc([N+](=O)[O-])cc1	0.6	-6	0.0	-4
Cc1cccc(NC(=S)N(CCCN2CCOCC2)Cc2ccccn2)c1	-0.8	-1	0.1	6
Cc1cc(-c2cnc(N3CCCC(C)C3)nc2C2CCN(C(=O)c3cnccn3)CC2)on1 (centres undefined)	0.6	-3	0.6	11
COc1ccc(C(=O)n2nc(-c3ccc(C)cc3)nc2N)cc1OC	1.5	-4	0.0	5
COC(=O)c1ccc(C2NC(=O)c3[nH]nc(-c4cccc(OC)c4)c32)cc1 (centres undefined)	0.6	-5	-0.3	-6
O=C(CSc1nnc2ccccn12)c1cc2ccccc2o1	1.0	-2	0.3	8
CCOC(=O)CN1C(=O)S/C(=C/c2ccc(C)s2)C1=O	0.9	-11	-0.4	-2
(more compounds)
SMILES	GPR151 activ	TEAD-YAP block	FBW7 act	MITF inh
OCC#CCSc1ncnn1-c1ccccc1	1.1	0	7.2*	12
O=C(Oc1ccc2cc(-c3ccccc3)c(=O)oc2c1)N1CCOCC1	-1.3	-27	0.0	4
Cc1oc(NC(=O)CCCC(=O)O)c(C#N)c1C	1.4	9	0.1	13
CCOc1ccc(C2NC(=O)NC(C)=C2C(=O)Nc2ccccc2C)cc1 (centres undefined)	1.2	20	0.1	-1
O=C(Nc1ccc2sc(NC(=O)c3ccc(Cl)cc3)nc2c1)c1ccc(Cl)cc1	0.0	-36	0.5	-2
O=S(=O)(NCc1ccccc1)c1cccc(S(=O)(=O)N2CCCC2)c1	0.3	-1	-0.1	4
C=CCN1C(=O)C2(NNc3ccccc3O2)c2ccccc21 (centres undefined)	1.1	-8	0.0	5
O=C(O)c1cccc(CN2C(=O)SC(Nc3ccc(Cl)cc3)C2=O)c1 (centres undefined)	-0.1	-3	-0.1	4
CCOC(=O)C1CCCN(CCC(=O)Nc2ccc(Cl)cc2)C1 (centres undefined)	1.3	15	0.4	17
Cc1cccc(NC(=O)CSc2nc3ccc(NC(=O)c4ccccc4F)cc3s2)c1C	0.9	-14	0.5	10
O=C1COc2ccc(C(=O)COC(=O)COc3ccccc3-c3ccccc3)cc2N1	0.4	1	0.2	15
CNC(=O)Cn1cccc1C(=O)c1ccccc1C	0.0	12	-0.3	5
CC(O)(COc1ccccc1)c1ccc2c(c1)CN(CC1CC1)CCO2 (centres undefined)	-1.2	-7	-0.2	-3
CCC(C)(C)NC(=O)c1ccc2c(c1)N(CC(=O)NC(C)(C)C)C(=O)C(C)(C)O2	0.5	5	0.1	12
C=COCCNC(=O)C1CC(=O)N(c2ccc(C)cc2)C1 (centres undefined)	0.0	2	0.0	-3
CCC(CC)c1nnc(NC(=O)COc2ccc3c(C)cc(=O)oc3c2)s1	0.2	-8	-0.2	7
N#CC1=C(N)OC2=C(C(=O)CCC2)C12CCCC2	-0.4	-8	0.1	0
COc1ccc(C2C(C(C)=O)=C(C)N=c3s/c(=C/c4cc5c(cc4Br)OCO5)c(=O)n32)cc1 (centres undefined)	0.3	4	0.0	7
CC(C)CN(CC(C)C)S(=O)(=O)c1ccc(C(=O)Nc2nc3c(s2)CC(C)CC3)cc1 (centres undefined)	-0.3	-2	0.0	-6
O=C(CCC(=O)c1ccc(F)cc1)Nc1ccc(C(=O)O)cc1	1.3	12	0.8	12
Cc1ccc(NC(=O)CSc2cn(CCNC(=O)c3cccc(C(F)(F)F)c3)c3ccccc23)cc1	-0.8	8	0.0	9

Single records (already shown). Order of values: GPR151 activ, TEAD-YAP block, FBW7 act, MITF inh
Results for O=C(Nc1ccc2sc(NC(=O)c3ccc(Cl)cc3)nc2c1)c1ccc(Cl)cc1 = 0.0, -36, 0.5, -2
Results for N#CC1=C(N)OC2=C(C(=O)CCC2)C12CCCC2 = -0.4, -8, 0.1, 0

Screening data (PubChem BioAssay)
